SUMO1 PPI mod: modulators of human SUMO1-mediated protein-protein interactions | P63165 | SUMO1 binding to a labelled peptide, TR-FRET, 1 h | 360,000 tested, 0.33% active | inhibition, % at 20 µM; in the data active means inhibition above about 37%
Target sequence (P63165 whole entry, looked up): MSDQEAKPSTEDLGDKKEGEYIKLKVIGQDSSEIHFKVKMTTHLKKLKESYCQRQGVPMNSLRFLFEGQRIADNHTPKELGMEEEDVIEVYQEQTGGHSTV
Neddyl block: blocks human cullin neddylation | P61081+Q13564 | TR-FRET cullin neddylation, biochemical | calls only at 25 µM | 360,000 tested, 0.58% active; in the data active means inhibition above about 36%
DNMT1 inh: inhibitors of human DNMT1; P26358; inhibition (reported as % activation of signal), % at 10 µM; AID 588458; 360,000 tested, 0.83% active; DNMT1 molecular beacon, Hinp1I cleavage, fluorescence; in the data active means inhibition above about 50%
STEP block: blocks human striatal-enriched tyrosine phosphatase | inhibition, % at 20 µM | 360,000 tested, 0.25% active | P54829 | recombinant STEP, OMFP fluorogenic substrate, fluorescence;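 active means inhibition at 20 µM, scaled per plate between control wells, above about 37%, limit read from the data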;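 further: 0% = DMSO with enzyme and substrate and 100% = substrate only without enzyme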
Target sequence (P54829 whole entry, looked up): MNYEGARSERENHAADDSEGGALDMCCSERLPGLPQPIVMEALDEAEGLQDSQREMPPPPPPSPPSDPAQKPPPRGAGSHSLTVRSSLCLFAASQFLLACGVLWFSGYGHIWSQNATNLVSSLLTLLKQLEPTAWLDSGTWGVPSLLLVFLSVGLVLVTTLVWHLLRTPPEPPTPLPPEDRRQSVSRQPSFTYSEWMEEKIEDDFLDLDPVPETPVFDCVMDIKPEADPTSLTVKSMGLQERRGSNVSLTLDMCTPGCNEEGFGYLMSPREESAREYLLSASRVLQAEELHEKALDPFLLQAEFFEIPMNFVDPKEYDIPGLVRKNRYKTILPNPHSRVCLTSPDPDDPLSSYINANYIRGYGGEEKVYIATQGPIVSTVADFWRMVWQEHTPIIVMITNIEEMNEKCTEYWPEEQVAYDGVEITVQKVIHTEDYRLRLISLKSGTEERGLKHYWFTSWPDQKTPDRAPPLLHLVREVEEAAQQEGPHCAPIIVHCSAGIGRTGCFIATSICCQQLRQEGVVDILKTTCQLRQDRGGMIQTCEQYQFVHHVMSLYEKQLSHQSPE
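material = STEP tyrosine phosphatase | reagent = fluorogenic phosphatase substrate OMFP at 25 µM final | doses = single compound dose of 20 µM, 1% DMSO final | schedule = 20 min reaction, room temperature, in the dark | measured by = fluorescence, 480/540 nm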
CendR NRP1 mod: alters CendR peptide binding to human NRP-1; FAM-RPARPAR peptide binding to NRP-1, fluorescence polarization; inhibition, % at 25 µM; 360,000 tested, 0.85% active; AID 602438;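 active means inhibition or corrected inhibition above about 18%, plus a signal ratio from 0.5 to 1.5, limit read from the data, passing the limit was not always enough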; further: strong numbers were not always called active
Tb MetRS inh: Trypanosoma brucei MetRS inhibition; purified T. brucei MetRS, ATP depletion, Kinase-Glo luminescence; inhibition, % at 11.9 µM; 360,000 tested, 0.4% active; AID 624268;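 active means inhibition above a per-plate cutoff of the control wells' mean inhibition plus 3 SD, cut at about 5.5% in these data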;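 further: 0% = DMSO wells median and 100% = median of wells with control inhibitor compound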
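technique = Kinase-Glo luminescence, ATP depletion format | system = purified MetRS (methionyl-tRNA synthetase) enzyme from Trypanosoma brucei | timing = 15 min preincubation, 2 h reaction, all 25 °C | evaluation = percent inhibition versus plate control medians | dosing = single dose, 11.9 µM final nominal, 0.9% final DMSO | also added = substrates ATP, L-methionine and bulk Escherichia coli tRNA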
Scp1 inh: blocks human Scp-1 phosphatase activity | Recombinant Scp1, phosphopeptide, malachite green phosphate absorbance | inhibition, % at 20 µM | 340,000 tested, 0.88% active;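 active means inhibition above about 50% at 20 µM, limit read from the data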;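 further: plate controls were DMSO wells with enzyme for no effect and wells lacking enzyme for full effect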
Target sequence (Q9GZU7 76-261 limits assumed): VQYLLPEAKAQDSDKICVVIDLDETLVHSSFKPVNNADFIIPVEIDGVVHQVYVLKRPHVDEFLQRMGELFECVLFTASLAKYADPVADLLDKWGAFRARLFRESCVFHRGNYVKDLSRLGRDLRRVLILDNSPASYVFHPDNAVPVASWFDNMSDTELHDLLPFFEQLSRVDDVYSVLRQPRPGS
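Incubation: 45 min enzyme reaction at room temperature / System: truncated SCP-1 phosphatase (76-261aa) / Reagent: Phospho 17-mer peptide substrate / Buffer or medium: Acidic Tris acetate buffer with magnesium and detergent / Signal: absorbance at 630 nm / Doses: one concentration, 20 µM, with 1.0% DMSO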
LMPTP block: LMPTP (human) inhibition; P24666; recombinant LMPTP-A, OMFP fluorogenic substrate, fluorescence intensity; inhibition, % at 20 µM; 360,000 tested, 0.22% active;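 active means compounds that cut the enzyme signal by at least half of the control window in the single-dose screen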;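 further: plate controls were DMSO wells with enzyme plus substrate for no effect and substrate without enzyme for full effect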
Target sequence (P24666 whole entry, looked up): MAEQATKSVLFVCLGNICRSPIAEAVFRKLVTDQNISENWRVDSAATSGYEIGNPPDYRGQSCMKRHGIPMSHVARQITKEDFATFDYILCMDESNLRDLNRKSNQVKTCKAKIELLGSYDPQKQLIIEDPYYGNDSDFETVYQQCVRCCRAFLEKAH
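Test system: LMPTP-A phosphatase enzyme; input: 0.625 nM LMPTP-A final; reagent: OMFP substrate, 400 µM final; compound dosing: 20 µM single dose, 3% DMSO; incubation: 50 min dark incubation at room temperature; measured by: endpoint fluorescence intensity from OMFP dephosphorylation; measure: % inhibition relative to no-enzyme and uninhibited control wells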
SKN-1 inh: C. elegans SKN-1 inhibition | C. elegans VP596 Pgst-4::GFP/RFP ratio, acrylamide-induced, 24 h | inhibition, % at 21.8 µM | 360,000 tested, 0.49% active | AID 624304;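 active means interference check ratio from 0.5 to 1.5 plus GFP to RFP signal ratio inhibition reaching or exceeding a fixed threshold, cut at about 30% in these data, passing the limit was not always enough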; further: some compounds called inactive have numbers as strong as hits
NadD block: inhibitors of Staphylococcus aureus NadD | purified NadD enzyme, colorimetric absorbance read-out | 360,000 tested, 0.78% active | inhibition, % at 20 µM | AID 602399; in the data active means inhibition above about 26%; further: some compounds past the cut are filed as inactive
Starred values were filed as active, the others as inactive; i = inactive; . = no result given. This is a random part of the collection. Share with any hit: about 4.6%.

SMILES	SUMO1 PPI mod	Neddyl block	DNMT1 inh	STEP block	CendR NRP1 mod	Tb MetRS inh	Scp1 inh	LMPTP block	SKN-1 inh	NadD block
COc1cc(C(=O)NCc2cccc3ccccc23)ccc1OCc1ccccc1	-3	i	-5	2	-3	-1.1	-8	5.0	13	-5
Cc1cc(C)nc(NS(=O)(=O)c2ccc(NS(=O)(=O)c3ccsc3)cc2)n1	12	i	4	-2	6	0.2	-7	-0.2	6	2
CCOc1ccc(N2C(=O)CC(n3ccc(C)n3)C2=O)cc1 (stereo not drawn)	0	i	-1	3	5	-0.6	-10	-0.1	-5	-4
O=C(CN1C(=O)NC2(CCCCC2)C1=O)NCc1ccc2c(c1)OCO2	0	i	2	2	-10	0.0	-1	-0.6	3	10
O=C(CSc1n[nH]c(=O)[nH]c1=O)NC1CC1	-2	i	0	1	7	-0.7	-12	-0.1	5	-3
COc1cc(C(=O)N2CCN(C/C=C/c3ccccc3)CC2)cc(OC)c1C	-3	i	-10	1	-5	0.0	-3	0.5	10	7
CCOC(=O)C1=NN(C(=O)COc2ccccc2)C(O)(c2ccc(Br)cc2)C1 (stereo not drawn)	2	i	-3	0	-11	-0.4	-14	0.4	-16	-3
C[n+]1cc(C(=O)N2CCCCC2)ccc1/C=C/c1c[nH]c2ccccc12	-57	i	6	-10	119	0.2	36	6.4	7	14
Cc1ccc(N2C(=O)CC3(CCCC3)CC2=O)cc1	-3	i	-6	1	-4	-0.4	-3	-0.5	5	-2
CN(C(=O)COC(=O)CSc1ccc(C(N)=O)cc1[N+](=O)[O-])C1CCCCC1	-36	i	1	1	1	-0.4	-1	-1.0	2	0
c1ccc(Oc2cnc3ccccc3n2)cc1	-5	i	1	-1	0	-0.6	-9	0.3	-11	-5
Cc1cc(C)nc(N2CCC(C(=O)N3CCN(c4cc(Cl)ccc4C)CC3)CC2)n1	2	i	-2	4	1	-1.2	-1	3.8	18	-4
COc1ccccc1NC(=O)NC1(C)CCS(=O)(=O)C1 (stereo not drawn)	0	i	1	0	1	0.0	-3	-2.1	-15	-1
CCCn1c(NC(=O)C2CCN(C(=O)c3ccc(F)cc3)CC2)nc2ccccc21	8	i	0	0	-16	-0.6	-10	-1.3	13	-4
COc1ccc(-c2nc(C#N)c(N3CCCCCC3)o2)cc1	-1	.	-2	0	2	-0.1	-8	1.8	18	0
CN(CC(=O)Nc1ccccc1C(F)(F)F)C(=O)c1ccc(N2C(=O)CCC2=O)cc1	4	i	0	-1	7	-0.3	-3	0.3	10	1
Cc1nn(CC(=O)N2CCc3ccccc3C2)c(C)c1[N+](=O)[O-]	4	i	-8	0	17	0.1	-1	-0.6	0	6
CCCCN1C(=O)C(=O)N(CC(=O)Nc2ccc(C(N)=O)cc2)C1=O	-2	i	2	-1	2	-0.4	1	-1.1	-3	0
O=C(Nc1cc(Cl)ccc1O)c1snnc1-c1ccccc1	5	i	-3	-3	11	-0.2	-7	0.9	0	-8
CCOC(=O)c1cc(NC(=O)c2ccccc2)c(=O)oc1-c1ccccc1	-20	i	2	0	2	-1.1	9	0.0	-19	-4
CCOc1ccc(NC(=O)N(C2CCCCCC2)C2CCN(C(C)=O)CC2)cc1	-5	i	-2	-4	-5	-1.5	2	0.1	6	7
O=C(CC1(O)C(=O)Nc2ccccc21)c1ccccc1O (stereo not drawn)	-22	i	1	9	6	-0.5	-18	0.6	1	1
O=C(NC(C(=O)c1ccccc1)N1CCOCC1)c1ccccc1 (stereo not drawn)	1	i	4	0	-4	-0.1	-6	-1.0	10	0
O=C(c1ccc(NS(=O)(=O)c2ccccc2)cc1)N1CCCCCC1	-6	i	0	-1	-7	0.1	-5	1.0	3	4
Cc1ccc(Nc2nc(C)cc(C)c2C#N)c(C)c1	3	i	8	-2	10	-0.1	.	-0.2	13	-5

Remaining list, next part
SMILES	SUMO1 PPI mod	Neddyl block	DNMT1 inh	STEP block	CendR NRP1 mod	Tb MetRS inh	Scp1 inh	LMPTP block	SKN-1 inh	NadD block
COc1ccc(C(=O)NNC(=O)c2ccc3ccccc3c2)cc1	12	i	-2	1	6	0.0	16	5.6	-5	0
CC(Sc1ccccc1)C(=O)Nc1cccc(N(C)S(C)(=O)=O)c1 (stereo not drawn)	0	i	-1	-3	7	-0.5	-5	-0.1	9	-10
Cc1ccc(NC(=O)C2CCN(S(=O)(=O)c3ccc4c(c3)CCCC(=O)N4)CC2)c(Br)c1	-1	i	2	2	6	-0.3	-2	1.0	0	0
CCO[C@@H]1OC(C(=O)N2CCOCC2)=C[C@H](C)[C@H]1CCCO	5	i	3	-1	-5	1.0	-4	-1.1	9	3
Nc1nc(N)nc(-c2cc([N+](=O)[O-])ccc2O)n1	5	i	5	-3	-3	-0.4	-5	-3.8	5	-4
Cc1cc(=O)oc2cc(OC(C)C(=O)Nc3nccs3)ccc12 (stereo not drawn)	1	i	0	5	-10	-0.5	-5	0.1	6	3
Cc1nc(Sc2nnnn2C)c2c3c(sc2n1)CCC3	2	i	0	6	5	0.4	-2	-1.8	-5	2
CC(C)Sc1nnc([C@H](Cc2ccccc2)NC(=O)OC(C)(C)C)o1	-2	i	1	10	11	-0.1	11	-0.7	9	-4
COCCn1c(C)cc(C(=O)COC(=O)c2[nH]c(C)c(C(C)=O)c2C)c1C	10	i	-2	-3	14	-0.1	-2	-0.3	-8	2
COc1ccc(S(=O)(=O)Nc2ncccc2C)c2ccccc12	-1	i	-3	-6	-7	-0.6	0	-0.5	-6	-1
O=C(Nc1ccccc1)C1=C[C@H](c2ccc(Br)cc2)C[C@H](OCc2ccc(CO)cc2)O1	5	i	-15	2	5	-0.3	-12	3.1	17	-11
O=C(Cn1cc(C(F)(F)F)cc(Cl)c1=O)Nc1cccc(Cl)c1	0	i	2	-1	11	0.5	-1	-0.8	-6	-1
CCOC(=O)c1ccc(S(=O)(=O)Nc2cc(C(=O)O)ccc2Cl)cc1	7	i	-4	1	8	-0.6	1	-1.4	4	-7
COc1ccccc1-n1c(CNC(=O)c2ccco2)nnc1SCC(=O)Nc1cc(C)ccc1C	-3	i	6	-1	-1	-1.6	3	0.0	-18	1
C[C@@H](C(=O)Nc1ccc2ccccc2c1)[C@@H]1C[C@@]1(C)[C@@H](NC(=O)c1ccccc1)c1ccccc1	2	i	-6	3	18	-0.2	-17	1.9	12	9
S=C(c1cn(CCOc2cccc3ccccc23)c2ccccc12)N1CCCC1	-1	i	4	10	-33	-1.0	3	2.5	6	6
O=C(c1ccccc1)N1CCC(c2nc3c(nnn3Cc3ccccc3Cl)c(=O)[nH]2)CC1	8	i	0	2	7	0.1	1	-1.1	4	7
O=[N+]([O-])c1ccc(O)c(-c2cc(C(F)(F)F)nc(-c3ccccc3)n2)c1	-131	i	-4	1	6	-0.1	-14	1.7	11	6
CCCCC(=O)Nc1c(-c2cccc(OC)c2)c(=O)c2ccccc2n1C	2	i	0	-2	4	0.9	0	-2.3	-13	2
COc1ccc(-c2cc(C(=O)N3CCN(Cc4ccc5c(c4)OCO5)CC3)on2)cc1OC	5	i	-3	2	8	-0.3	-11	1.7	29	-8
COc1ccc(S(=O)(=O)N2CCOCC2)cc1NC(=O)CCOc1ccc(C(C)(C)C)cc1	3	i	-6	5	-11	-0.2	1	1.4	4	-1
Cn1c(O)c(N=NC(=O)CNC(=O)c2ccccc2)c2ccccc21	-25	i	-1	0	0	0.1	-3	-1.1	13	-3
CCOC(=O)c1cnc(-n2nc(C)cc2C)nc1Nc1cccc(C(=O)O)c1	7	i	-4	-3	3	0.1	3	-0.1	18	3
COC(CNC(=O)C1CCN(S(=O)(=O)c2cccc3nsnc23)CC1)OC	-30	i	2	-2	2	1.0	0	-1.3	15	2
O=C1c2ccccc2C(=O)N1CCCP(=O)(O)CCc1ccccc1	-7	i	0	0	-4	-0.7	-6	-2.0	20	4
Cc1ccc(/C=C2\SC(=S)N(CC(=O)Nc3cccnc3)C2=O)cc1	-3	i	1	-1	0	-0.7	-1	-0.6	1	11
CS/C(N)=N/C(=S)Nc1cccc(Cl)c1	36	i	16	5	-9	-0.7	-6	5.7	4	0
O=C(CCc1ccccc1)NCc1ccccn1	2	i	1	5	8	-0.6	-2	-2.3	2	-3
CCN(CC)CCCNCC(=O)Nc1cc(C)on1	6	i	0	-1	9	-0.3	-1	-5.5	-5	0
COc1ccccc1CC(=O)Nc1ccc(NC(=O)c2cccs2)cc1	4	i	-1	-1	13	0.8	-9	0.2	8	0

14 entries from above, as comma-separated lines:
Molecule,SUMO1 PPI mod,Neddyl block,DNMT1 inh,STEP block,CendR NRP1 mod,Tb MetRS inh,Scp1 inh,LMPTP block,SKN-1 inh,NadD block
CC(Sc1ccccc1)C(=O)Nc1cccc(N(C)S(C)(=O)=O)c1 (stereo not drawn),0,i,-1,-3,7,-0.5,-5,-0.1,9,-10
Cc1ccc(NC(=O)C2CCN(S(=O)(=O)c3ccc4c(c3)CCCC(=O)N4)CC2)c(Br)c1,-1,i,2,2,6,-0.3,-2,1.0,0,0
CCO[C@@H]1OC(C(=O)N2CCOCC2)=C[C@H](C)[C@H]1CCCO,5,i,3,-1,-5,1.0,-4,-1.1,9,3
Nc1nc(N)nc(-c2cc([N+](=O)[O-])ccc2O)n1,5,i,5,-3,-3,-0.4,-5,-3.8,5,-4
Cc1cc(=O)oc2cc(OC(C)C(=O)Nc3nccs3)ccc12 (stereo not drawn),1,i,0,5,-10,-0.5,-5,0.1,6,3
Cc1nc(Sc2nnnn2C)c2c3c(sc2n1)CCC3,2,i,0,6,5,0.4,-2,-1.8,-5,2
CC(C)Sc1nnc([C@H](Cc2ccccc2)NC(=O)OC(C)(C)C)o1,-2,i,1,10,11,-0.1,11,-0.7,9,-4
COCCn1c(C)cc(C(=O)COC(=O)c2[nH]c(C)c(C(C)=O)c2C)c1C,10,i,-2,-3,14,-0.1,-2,-0.3,-8,2
COc1ccc(S(=O)(=O)Nc2ncccc2C)c2ccccc12,-1,i,-3,-6,-7,-0.6,0,-0.5,-6,-1
O=C(Nc1ccccc1)C1=C[C@H](c2ccc(Br)cc2)C[C@H](OCc2ccc(CO)cc2)O1,5,i,-15,2,5,-0.3,-12,3.1,17,-11
O=C(Cn1cc(C(F)(F)F)cc(Cl)c1=O)Nc1cccc(Cl)c1,0,i,2,-1,11,0.5,-1,-0.8,-6,-1
CCOC(=O)c1ccc(S(=O)(=O)Nc2cc(C(=O)O)ccc2Cl)cc1,7,i,-4,1,8,-0.6,1,-1.4,4,-7
COc1ccccc1-n1c(CNC(=O)c2ccco2)nnc1SCC(=O)Nc1cc(C)ccc1C,-3,i,6,-1,-1,-1.6,3,0.0,-18,1
C[C@@H](C(=O)Nc1ccc2ccccc2c1)[C@@H]1C[C@@]1(C)[C@@H](NC(=O)c1ccccc1)c1ccccc1,2,i,-6,3,18,-0.2,-17,1.9,12,9

Source: PubChem BioAssay
